# Source: PubChem BioAssay (several laboratories)
# Dyrk1A ADPGlo: inhibitors of rat Dyrk1A kinase. ADP-Glo luminescence, NFATc1 peptide. inhibition, % at 12.5 µM. 0.43% of 310,000 active; in the data active means inhibition above about 50%;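 further: plate controls were vehicle with enzyme for no effect and no enzyme for full effect; many of its hits are not listed in these tables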
# KCNK9 inh: blocks the human KCNK9 two-pore domain potassium channel; B-score at 10 µM; Q9NPC2; 1.2% of 310,000 active; HEK293 KCNK9, FluxOR thallium flux fluorescence; hits give low values;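 active means ratio B-score over 3 SD below the library mean, with starting fluorescence within 5 SD of its mean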;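 further: negative B-score means less thallium flux so channel inhibition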
# Target sequence (Q9NPC2 whole entry, looked up, the tested form may be a part): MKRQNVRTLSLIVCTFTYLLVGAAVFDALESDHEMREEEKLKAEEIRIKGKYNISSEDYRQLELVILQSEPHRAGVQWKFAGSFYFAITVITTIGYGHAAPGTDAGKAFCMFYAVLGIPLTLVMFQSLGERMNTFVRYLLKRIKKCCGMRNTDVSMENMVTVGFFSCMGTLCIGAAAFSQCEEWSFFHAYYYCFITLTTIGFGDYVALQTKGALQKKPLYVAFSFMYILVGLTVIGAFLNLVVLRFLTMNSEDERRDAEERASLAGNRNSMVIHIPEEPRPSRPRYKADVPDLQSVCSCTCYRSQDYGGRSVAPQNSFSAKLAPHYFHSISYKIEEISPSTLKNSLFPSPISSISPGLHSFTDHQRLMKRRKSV
# KCNK3 block: human KCNK3 channel inhibition, primary screen; 0.84% of 340,000 active; O14649; CHO-KCNK3 thallium flux, FluxOR fluorescence; hits give low values; B-score at 10 µM;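 active means B-score under library mean minus 4 SD, starting fluorescence ratio at most library mean plus 5 SD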;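 further: more negative B-score means stronger inhibition of thallium flux through KCNK3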
# Target sequence (O14649 whole entry, looked up): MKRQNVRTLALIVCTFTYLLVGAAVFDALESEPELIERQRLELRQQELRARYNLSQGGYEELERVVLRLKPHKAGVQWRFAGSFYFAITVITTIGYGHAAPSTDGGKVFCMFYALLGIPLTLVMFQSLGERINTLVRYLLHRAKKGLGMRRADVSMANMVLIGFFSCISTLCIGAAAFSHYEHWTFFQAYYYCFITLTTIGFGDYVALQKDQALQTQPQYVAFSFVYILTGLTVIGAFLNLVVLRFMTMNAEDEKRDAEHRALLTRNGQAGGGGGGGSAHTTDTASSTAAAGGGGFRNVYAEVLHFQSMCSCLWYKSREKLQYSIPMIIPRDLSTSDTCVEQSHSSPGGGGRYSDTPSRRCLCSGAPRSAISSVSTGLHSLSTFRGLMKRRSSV
# GSK3A inh: human GSK-3 alpha kinase inhibition; P49840; ADP-Glo luminescence, 60 min; inhibition, % at 10 µM; 0.1% of 320,000 active; AID 2650;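 in the data active means inhibition above about 50%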;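 further: GST-tagged GSK-3 alpha with peptide substrate and 25 µM ATP; 0% = DMSO neutral wells and 100% = GW8510 positive control wells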
# RGS4 block: human RGS4 inhibition. P49798. AID 463165. 0.45% of 310,000 active. HEK293 M3R/RGS4 inducible, Fluo-4 calcium flux; hits give high values; triggered by carbachol at its EC20. B-score at 10 µM;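 active means B-score, a plate-corrected calcium signal, over three deviations above library mean, with baseline fluorescence within five deviations of library mean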;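 further: RGS4 expression induced by doxycycline in cells with stable M3 receptor; B-score is computed from the integrated fluorescence ratio over baseline after carbachol; higher B-score means a larger calcium signal and so more RGS4 inhibition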
# Target sequence (P49798 whole entry, looked up): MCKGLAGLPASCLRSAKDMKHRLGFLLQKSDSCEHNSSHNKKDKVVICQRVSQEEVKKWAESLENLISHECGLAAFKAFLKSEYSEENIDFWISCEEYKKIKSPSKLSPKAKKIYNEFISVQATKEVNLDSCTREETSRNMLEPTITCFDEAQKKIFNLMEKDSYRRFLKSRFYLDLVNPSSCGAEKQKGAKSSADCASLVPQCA
# hERG rescue: shields human hERG channel from block by proarrhythmic agents; Q12809; CHO-hERG, FluxOR thallium flux, dofetilide IC70 present; activation (rescue from dofetilide block), less the hit threshold, % at 10 µM; 0.51% of 310,000 active;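 active means activation above the mean of controls blocked by dofetilide plus 5 SD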;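 further: thallium influx through hERG after potassium depolarization seen as dye fluorescence rise; in these data hits start at about 4.7%; inactives centre near -7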
# KCNQ1 inh: blocks the human KCNQ1 potassium channel. B-score at 10 µM. CHO-K1 KCNQ1, FluxOR thallium flux fluorescence; hits give high values. 1.3% of 310,000 active;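 active means compounds whose thallium flux B-score, printed positive for inhibition, exceeds three library SD while starting fluorescence stays within three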;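 further: channel opened by potassium depolarization with thallium stimulus after 20 min compound exposure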
# GSK3B inh: human GSK3beta kinase inhibition; P49841; GST-GSK3beta kinase, ADP-Glo luminescence, 60 min; hits give low values; activity score (negative = inhibition), % at 10 µM; 0.038% of 300,000 active; AID 2097;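 active means more than half of replicate wells score below -50%, meaning over 50% inhibition versus plate controls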;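 further: 0% = median DMSO wells and -100% = median GW8510 positive control wells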
#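 test system = GST-tagged human GSK3beta kinase, cell-free | reagent = 25 µM ATP with peptide substrate | dosing = one dose of 10 µM per compound | schedule = 60 min reaction, RT | detection = luminescent ADP-Glo measurement of ADP formed | control set = DMSO neutral wells and GW8510 at 20 µM as positive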
# KCNQ1 act: potentiates or activates the human KCNQ1 potassium channel; 0.35% of 310,000 active; CHO-K1 KCNQ1, thallium flux FluxOR fluorescence; hits give high values; P51787; B-score at 10 µM;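 active means fluorescence ratio B-score, a plate-corrected score, at least three library SD, with initial intensity B-score within 5 SD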
#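 assay system = CHO-K1 cells stably expressing KCNQ1 | medium = assay buffer, equal DMSO in all wells | timing = 37 °C overnight plating, 90-min dark dye load, 20-min compound pretreatment | measured by = kinetic FluxOR thallium fluorescence, 10-s 1-Hz baseline, 110-s post-stimulus read | measure = fluorescence change relative to baseline, converted to B score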
# RGS4 pot: potentiators or activators of RGS4; HEK293 M3R/inducible RGS4, carbachol calcium flux Fluo4; hits give low values; AID 463111; B-score at 10 µM; 0.92% of 310,000 active;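 active means B-score of the integrated calcium signal more than 4 SD below the library mean, with starting fluorescence not abnormally high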;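 further: negative B-score means reduced calcium response which marks RGS4 activation or potentiation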
#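 Material: M3R-expressing HEK293 line, RGS4 induced by doxycycline | Schedule: Overnight RGS4 induction, 30 min dye load 37 °C, 20 min compound RT | Measured by: Fluo4 fluorescence kinetic imaging of calcium | Read-out: Integrated calcium ratio converted to B score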
# PolyA inhibitor: inhibitors of polyadenylation in S. cerevisiae; S. cerevisiae SKY197-pL101 polyadenylation reporter, beta-gal luminescence; efflux-impaired pdr1/pdr3 knockout yeast; score 100 = 6 SD above DMSO; AID 1875; calls only at 12 µM; 0.02% of 300,000 active;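 active means lowest replicate activity score at least 50, where 100 means six control SD above control mean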;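 further: yeast exposed to compound for 9 h at 30 °C; higher score means more reporter readthrough which indicates perturbed polyadenylation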
# * hit, by the source's call; i = inactive; / = not tested or not shown. Not all compounds are listed, so the mix of outcomes need not match the whole.
SMILES,Dyrk1A ADPGlo,KCNK9 inh,KCNK3 block,GSK3A inh,RGS4 block,hERG rescue,KCNQ1 inh,GSK3B inh,KCNQ1 act,RGS4 pot,PolyA inhibitor
Cc1cc(=O)oc2c3c(cc(OCC(=O)NCC4CCC(C(=O)O)CC4)c12)OC(C)(C)CC3 (stereo not drawn),27.1,i,i,3.4,i,-4.1,i,1.2,i,i,i
COC(=O)c1cccc(N2C(=O)c3ccccc3S2(=O)=O)c1,-5.6,i,i,0.0,i,-17.3,i,-3.0,i,i,i
Cc1ccc[n+](-c2[nH]c(=O)sc2/C=N/NC(=O)c2ccccc2[O-])c1,1.3,i,i,0.3,i,-2.6,i,-6.3,i,i,i
CCCCNC(=O)N1CCN(c2ccccc2OCC)CC1,3.8,i,i,5.8,i,-4.5,i,-1.5,i,i,i
COc1cccc(C(=O)Nc2ccc3c(c2)C(=O)c2ccccc2C3=O)c1,-76.5,i,i,0.2,i,-2.7,i,-0.1,i,i,i
Cc1cccc(C)c1NC(=S)N/N=C/c1ccc(OCCC(C)C)cc1,-3.4,i,i,-0.9,i,-9.1,i,-0.3,i,i,i
COCCN(C(=O)COC(=O)C(c1ccccc1)c1ccccc1)c1c(N)n(Cc2ccccc2)c(=O)[nH]c1=O,-13.7,i,i,-2.4,i,-9.8,i,2.3,i,i,i
CCOC(=O)C1=C(C)N=C2SCCC(=O)N2[C@@H]1/C=C/c1ccccc1,0.6,i,i,-0.3,i,-9.8,i,6.2,i,i,i
COc1cc2nc(SCC(=O)NCc3ccco3)n(Cc3ccc(Cl)cc3)c(=O)c2cc1OC,-1.3,i,i,1.8,i,-7.5,i,1.0,i,i,i
CCn1c(=O)n(CC)c2cc(S(N)(=O)=O)ccc21,4.5,i,i,-2.7,i,-8.0,i,0.5,i,i,i
CCCc1nnc(SCC(=O)Nc2ccc(C(=O)OCC)cc2)o1,-3.4,i,i,8.3,i,-4.8,i,-2.6,i,i,i
COc1cc(C(=O)N/N=C/c2ccccn2)cc(OC)c1OC,-2.2,i,i,2.0,i,-11.7,i,-1.2,i,i,i
Cc1nc2cc(-c3ccccc3)[nH]n2c(=O)c1C,-3.2,i,i,-2.0,i,-6.8,i,-5.7,i,i,i
Cn1c(Oc2ccccc2NCc2cccc(Br)c2)cc(=O)n(C)c1=O,7.2,i,i,-1.1,i,-12.4,i,4.1,i,i,i
Cc1ccc(S(=O)(=O)C(c2ccccc2)c2c(C)noc2C)cc1 (stereo not drawn),4.6,i,i,-21.7,i,-3.1,i,0.6,i,i,i
O=C(N/N=C\c1ccc(Br)cc1)c1ccc(Cn2cccn2)o1,-3.0,i,i,-1.9,i,-2.3,i,-2.4,i,i,i
O=C(CCN1C(=O)C2CCCCC2C1=O)Nc1nc(-c2ccccc2)cs1 (stereo not drawn),0.8,i,i,-1.1,i,-8.7,i,0.6,i,i,i
Cc1cc2c(=O)n(C)c(SCC(=O)Nc3ccccc3)nc2s1,-6.1,i,i,-1.3,i,-4.7,i,1.6,i,i,i
COc1ccc(NC(=O)/C(=C\c2cc(OC)c(OC)cc2[N+](=O)[O-])NC(=O)c2ccccc2)cc1,3.5,i,i,5.3,i,-2.8,i,2.5,i,i,i
CCOC(=O)c1cnc(-n2nc(C)cc2C)nc1NNc1cc(C)nc(-c2ccccc2)n1,13.2,i,i,-1.1,i,-3.9,i,-0.7,i,i,i

# Copied from the list.
# O=C(CCN1C(=O)C2CCCCC2C1=O)Nc1nc(-c2ccccc2)cs1 (stereo not drawn) in GSK3B inh has 0.6
# Cc1cc(=O)oc2c3c(cc(OCC(=O)NCC4CCC(C(=O)O)CC4)c12)OC(C)(C)CC3 (stereo not drawn) in GSK3B inh has 1.2

# (listing goes on)
SMILES,Dyrk1A ADPGlo,KCNK9 inh,KCNK3 block,GSK3A inh,RGS4 block,hERG rescue,KCNQ1 inh,GSK3B inh,KCNQ1 act,RGS4 pot,PolyA inhibitor
COCCn1c(C)cc(C(=O)COC(=O)/C=C/c2c(C)nn(C3CCS(=O)(=O)C3)c2Cl)c1C (stereo not drawn),-1.0,i,i,0.9,i,-9.3,i,2.0,i,i,i
Cc1cc(NCc2cccnc2)nc(N)n1,-0.3,i,i,-3.4,i,-3.0,i,2.0,i,i,/
O=C(COc1ccccc1Cl)Nc1cccnc1,-1.6,i,i,1.7,i,-14.1,i,-1.6,i,i,i
CSc1ccccc1NC(=O)CN(c1ccccc1)S(=O)(=O)N(C)C,0.4,i,i,-0.4,i,-6.4,i,3.0,i,i,i
COc1ccccc1/C=C/C(=O)OCC(=O)Nc1ccc(Cl)cn1,-7.9,i,i,-1.7,i,-11.8,i,0.0,i,i,i
CC1CCN(c2nc(N3CCCCC3)nc(N3CCCCC3)n2)CC1,3.0,i,i,-1.4,8.69*,-6.8,i,-4.0,i,i,i
CC(C)(CNC(=O)c1cccc(S(=O)(=O)NCc2ccccc2)c1)N1CCOCC1,-5.7,i,i,/,i,-5.8,i,2.8,i,i,i
Cc1cccc(Cl)c1NC(=S)NN,-4.3,i,i,1.1,i,-7.4,i,0.0,i,i,i
S=C(NC1CC1)N1CCN(c2ccc(Cl)cc2)CC1,0.9,i,i,/,i,-5.0,i,1.2,i,i,i
Cc1ccc(-n2nnnc2SCC(=O)N2CCN(C(=O)c3ccco3)CC2)c(C)c1,12.8,i,i,0.1,i,-5.2,i,-1.3,i,i,i
Cc1noc(C)c1S(=O)(=O)N1Cc2ccccc2CC1C(=O)N(C)C (stereo not drawn),-5.2,i,i,-2.3,i,-4.3,i,1.0,i,i,i
Cn1cc(Br)c(C(=O)NNC(=O)c2cccc(Br)c2)n1,3.6,i,i,-0.5,i,-9.9,i,-0.4,i,i,i
O=C(COC(=O)CC1c2ccccc2CCN1S(=O)(=O)c1ccccc1)Nc1ccccc1 (stereo not drawn),-10.0,i,i,-2.2,i,-5.3,i,-0.6,i,i,i
O=C(Nc1ccccc1)N1CCN(c2ccc(C(F)(F)F)cn2)CC1,4.2,i,i,-0.1,i,1.6,i,0.7,i,i,i
NC1=C([N+](=O)[O-])C(c2ccc3c(c2)OCO3)C2=C(CCCC2=O)O1 (stereo not drawn),-2.0,i,i,-0.3,i,-11.6,i,-2.6,i,i,i
NS(=O)(=O)c1cccc(NC(=O)c2cc(-c3cccs3)nc3ccccc23)c1,1.7,i,i,7.8,i,-14.7,i,2.5,i,i,i
COC(=O)c1ccccc1NC(=O)CN(c1c(C)cccc1C)S(C)(=O)=O,-0.7,i,i,-4.6,i,-3.7,i,-4.7,i,i,i
O=C(NCCc1ccccc1)C(=O)NCC1CCCN1S(=O)(=O)c1ccccc1 (stereo not drawn),3.7,i,i,1.4,i,-21.6,i,-4.4,i,-9.57*,i
COC(=O)c1cc(OC)c(OC)cc1NC(=O)CN1C(=O)c2ccccc2C1=O,-3.7,i,i,-1.0,i,-9.2,i,1.8,i,i,i
CC(C)(C)n1nnnc1C(c1cccnc1)N1CCN(c2ccccc2F)CC1 (stereo not drawn),1.8,i,i,0.3,i,-2.3,i,-0.2,i,i,i
COc1ccc(-n2nc(C(=O)NCC(=O)N3CCC(C(N)=O)CC3)c3ccccc3c2=O)cc1OC,4.0,i,i,-1.3,i,-7.4,i,-0.5,i,i,i
CC1CN(C(=O)CN(C)S(=O)(=O)c2ccc3ccccc3c2)CC(C)O1 (stereo not drawn),0.9,i,i,0.3,i,-2.9,i,1.5,i,i,i
Cc1cc(C)nc(NS(=O)(=O)c2ccc(NC(=O)NC3CCCCC3)cc2)n1,19.6,i,i,-3.7,i,-9.0,i,6.3,i,i,i
CC(C(=O)NCc1ccc(F)cc1)c1ccc([N+](=O)[O-])cc1 (stereo not drawn),-7.8,i,i,-2.2,i,-4.7,i,3.9,i,i,i
CC(=O)c1cccc(NC(=O)c2ccccc2OCc2ccc(F)cc2)c1,-0.9,i,i,-0.3,i,-2.1,i,1.2,i,i,i
COc1ccc(NC(=S)NC(C)c2ccncc2)cc1OC (stereo not drawn),0.9,i,i,-3.5,i,-1.4,i,3.0,i,i,i
CC(C(=O)NCc1ccco1)n1cc(C(=O)c2ccco2)c2ccccc21 (stereo not drawn),12.0,i,i,/,i,-6.9,i,-2.3,i,i,i
CCCCNC(=O)c1cc(S(=O)(=O)N2CCCCC2)oc1C,-2.4,i,i,0.8,i,-0.8,i,-1.9,i,i,i
COc1cccc2c(C)nc(Nc3nc(CSc4nnc(C)s4)cc(=O)[nH]3)nc12,2.4,i,i,0.6,i,-6.4,i,-0.6,i,i,i
C/C(N)=C(/C#N)C(=O)CSc1nc2ccccc2c(=O)n1-c1ccccc1C,-0.8,i,i,-3.2,i,-7.1,i,1.4,i,i,i
CC(=O)OCc1c(-c2ccccc2)c2cc([N+](=O)[O-])ccc2n1C,-0.2,i,i,1.5,i,-3.9,i,1.9,i,i,i
COc1ccc(CN2CCN(Cc3cccc(F)c3)CC2)cc1OC,1.0,i,i,0.9,i,-7.0,i,3.1,i,i,i
CC(C)c1ccc(C2/C(=C(/O)c3ccccc3)C(=O)C(=O)N2CCCN2CCOCC2)cc1 (stereo not drawn),-1.1,i,i,2.0,i,2.1,i,1.5,i,i,i
COc1cnc(-c2ccccn2)nc1Oc1ccc(C(C)(C)C)cc1,2.9,i,i,-2.6,i,-15.5,i,-4.9,i,i,i
Cc1noc(C)c1COC(=O)/C=C/c1ccc(Cl)cc1,-2.7,i,i,-2.0,i,-13.9,i,2.8,i,i,i
COc1cc(Br)cc(/C=N/NC(=O)Cc2ccc(C(F)(F)F)cc2[N+](=O)[O-])c1O,-12.0,i,i,-1.7,i,-3.1,i,-1.5,i,i,i
Cc1ccc(-c2noc(CSc3nnc(-c4ccncc4)n3-c3ccc(C)cc3)n2)cc1,1.6,i,i,-0.8,i,-17.3,i,-4.0,i,i,i
CNC(=O)CSc1n[nH]c(-c2cc(Cl)ccc2OC)n1,-2.1,i,i,-0.2,i,-5.2,i,-1.1,i,i,i
COc1ccc(-c2cc(CNC(=O)CCl)on2)cc1,5.0,i,i,-2.3,i,-1.2,i,-2.7,i,i,i
